Screening results (PubChem BioAssay)
Exocytosis inh: lytic granule exocytosis inhibition | TALL-104 LAMP-1 surface exposure, flow cytometry; cells stimulated with thapsigargin and PMA | inhibition, % at 10 µM | 0.66% of 360,000 active | AID 651702;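 active means inhibition above about 55%, limit read from the data; inconclusive means no clear call, values can overlap the other calls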
Vif imaging: blocks HIV Vif function; HEK293T cells, Vif self-association by quenched fluorescence, imaging, 24 h; inhibition, % at 7.49 µM; 0.35% of 340,000 active; in the data active means inhibition above about 50%, passing the limit was not always enough; inconclusive means no clear call, values can overlap the other calls; inactive means below about 31%; further: some results filed as inactive read as strong as hits
HIF-2a inh: HIF-2a inhibition. 786-0 RCC cells HIF-2a reporter, luciferase luminescence, overnight. inhibition, % at 18.8 µM. 0.72% of 360,000 active;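 active means inhibition of the luminescence signal of 40% or more relative to plate controls, in a single-dose primary screen at 18.75 µM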
NR2E3 ag-1: human photoreceptor-specific nuclear receptor agonism; Q9Y5X4; CHO-S Gal4-NCOR/VP16-NR2E3 two-hybrid, luciferase; inhibition of corepressor binding, % at 3.98 µM; 0.35% of 360,000 active; AID 602229;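 active means inhibition above the mean of all tested compounds plus 3 SD, cut at about 70% in these data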;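 further: 0% = DMSO with NR2E3 transfected cells and 100% = cells lacking NR2E3 construct; higher means lower luciferase signal from less NR2E3 corepressor binding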
Target sequence (Q9Y5X4 whole entry, looked up, the tested form may be a part): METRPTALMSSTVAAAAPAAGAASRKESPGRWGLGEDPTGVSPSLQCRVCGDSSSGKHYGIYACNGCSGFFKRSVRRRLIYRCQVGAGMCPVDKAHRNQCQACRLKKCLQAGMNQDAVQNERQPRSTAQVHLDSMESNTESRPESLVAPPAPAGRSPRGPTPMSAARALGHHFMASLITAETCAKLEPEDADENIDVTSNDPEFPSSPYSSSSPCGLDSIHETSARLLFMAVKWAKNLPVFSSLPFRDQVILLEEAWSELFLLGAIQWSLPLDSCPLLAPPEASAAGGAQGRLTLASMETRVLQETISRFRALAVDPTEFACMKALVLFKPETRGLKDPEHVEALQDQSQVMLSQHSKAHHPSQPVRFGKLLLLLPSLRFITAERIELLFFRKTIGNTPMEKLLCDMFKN
Peg3 promoter: reduces Peg3 promoter-driven luciferase expression in HeLa | HeLa PEG-Prom luciferase reporter, luminescence, overnight | inhibition, % at 20 µM | 1.7% of 360,000 active;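 active means inhibition of at least 50% at 20 µM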
TRPM1 prom inh: MITF TRPM1 promoter inhibition in SK-MEL-5 cells; SK-MEL-5 TRPM1 promoter luciferase, 24 h; inhibition, % at 12.5 µM; 0.83% of 330,000 active;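 active means mean inhibition across replicates of 60% or more, whatever share of single replicates reaches that level; inconclusive means some that reach 60%, reason not given; inactive means mean inhibition across replicates below 60%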; further: values of inactives mirror those of a sister screen read the other way
NR2E3 ag-2: activates human photoreceptor nuclear receptor NR2E3; 0.12% of 320,000 active; AID 2300; GST-NR2E3/biotin-RetCOR TR-FRET, 1536-well; inhibition of corepressor binding, % at 4.78 µM;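 active means percent inhibition above the cutoff of mean plus 3 SD of all tested compounds, set per screening campaign, cut at about 20% in these data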;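 further: 0% = DMSO wells and 100% = biotin wells as full block of FRET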
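System: GST-tagged NR2E3 plus biotinylated RetCOR corepressor; Buffer or medium: pH 7.5 Tris-based buffer; Probe or stimulus: RetCOR corepressor, biotinylated, 7 nM; Doses: compound at 4.8 µM, single dose; Schedule: 5 h incubation at 4 °C; Technique: time-resolved FRET; Evaluation: percent inhibition of TR-FRET ratio; Replication: one well per compound, singlicate testing.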
PDI turbidity: PDI (human) enzyme inhibition | P07237 | inhibition, % at 10 µM | PDI insulin aggregation turbidity, A650, 90 min | 0.052% of 350,000 active | AID 588391;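 active means mean inhibition across replicates of 30% or more, whatever share of single replicates reach that level; inconclusive means mean inhibition below 30% while every single replicate reaches 30%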;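 further: absorbance from insulin aggregation driven by PDI reduction with DTT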
Target sequence (P07237 whole entry, looked up): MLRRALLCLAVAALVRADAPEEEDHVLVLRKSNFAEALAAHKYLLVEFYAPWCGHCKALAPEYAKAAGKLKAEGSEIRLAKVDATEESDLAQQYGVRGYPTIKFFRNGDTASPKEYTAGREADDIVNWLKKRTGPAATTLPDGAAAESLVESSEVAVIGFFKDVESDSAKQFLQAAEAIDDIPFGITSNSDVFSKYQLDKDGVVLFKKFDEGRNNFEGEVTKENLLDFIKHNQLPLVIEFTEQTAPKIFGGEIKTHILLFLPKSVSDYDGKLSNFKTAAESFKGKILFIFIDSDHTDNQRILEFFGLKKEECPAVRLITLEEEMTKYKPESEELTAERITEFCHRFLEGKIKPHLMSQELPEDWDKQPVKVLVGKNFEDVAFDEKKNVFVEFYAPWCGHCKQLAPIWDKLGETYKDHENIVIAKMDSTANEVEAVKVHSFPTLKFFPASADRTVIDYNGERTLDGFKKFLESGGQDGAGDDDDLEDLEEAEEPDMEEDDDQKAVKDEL
hiPSC survival: enhancers of human iPSC single-cell survival; 0.044% of 360,000 active; AID 602274; hiPSC single-cell survival, ATPlite luminescence; 100% = ROCK inhibitor wells, 0% = DMSO; survival enhancement, % at 20 µM; in the data active means survival enhancement above about 18%;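 further: cells exposed to compounds for 16 hours before the ATP read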
CaV13 ICDI inh: Primary screen for inhibitors of IQ motif and Ca2+-dependent inactivation inhibitor domain binding in CACNA1D, Förster resonance energy transfer in living cells, …; HEK cells, CFP/YFP FRET ICDI-IQ, plate reader, 10 min; percent FRET-ratio fall versus neutral wells; inhibition, % at 12.3 µM; 0.098% of 340,000 active;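 active means mean replicate inhibition of at least 30% and at least 1% of replicates passing that level; inconclusive means only one of the two criteria is met; inactive means neither criterion is met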;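 further: 0% = median of the neutral control wells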
aDG glyco act: alpha-DG glycosylation activation | Pro5-aDG cells, alpha-DG glycosylation AlphaScreen (IIH6); 0% Pro5, 100% B10-LARGE cell signal | activation, % at 10 µM | 0.22% of 360,000 active;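 active means activation of at least 8% versus controls, or a plate z-score of at least 8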;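 further: Pro5 are CHO cells carrying HIG-tagged alpha-DG that lacks glycosylation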
Starred values were filed as active, the others as inactive; u = inconclusive; x = no result given.

SMILES	Exocytosis inh	Vif imaging	HIF-2a inh	NR2E3 ag-1	Peg3 promoter	TRPM1 prom inh	NR2E3 ag-2	PDI turbidity	hiPSC survival	CaV13 ICDI inh	aDG glyco act
Cc1nc2ccccc2c(=O)n1NC(=O)c1ccc(C(C)(C)C)cc1	4	x	7	17	-1	0	1	-3	3.3	-3	0.0
CCNc1nc2cccnc2s1	2	3	-17	-40	-18	-12	0	-8	0.3	-20	-0.2
Brc1ccc(-c2nnc(-c3ccccc3)o2)o1	-4	-7	-207	-80	-279	-44	-3	-1	-1.8	-3	0.7
CCOc1ccc(-c2nnc3ccc(SCC(=O)N4CCCCC4)nn23)cc1	21	5	20	-26	0	17	4	-11	6.9	-7	-0.1
O=C(CCC1CCCCC1)Nc1ccccc1-c1ccccc1	-1	5	10	-4	9	7	6	4	6.1	-5	0.3
COc1ccccc1N(C)S(=O)(=O)c1ccc(C(=O)N(C)Cc2cccc(F)c2)cc1	3	-4	1	-10	10	x	x	0	-2.9	-5	0.3
COc1ccc(/C=C/C(=O)NCCOc2ccccc2OC)cc1	4	-4	10	-17	6	-2	4	-4	1.1	-16	0.2
COc1ccccc1S(=O)(=O)CC(O)COc1ccc(C#N)cc1 (stereo unspecified)	0	-3	4	-9	-3	9	3	6	1.1	2	0.0
CCOC(=O)c1cc(-c2ccc(Cl)s2)[nH]n1	0	u	-19	-20	-8	-10	1	-3	-0.8	-4	0.2
O=C(CSc1ccc(-c2cccnc2)nn1)Nc1ccc(F)cc1	-9	12	12	-11	18	8	1	-5	0.2	-7	0.0
O=C(c1ccc(Cl)c(S(=O)(=O)Nc2ccccc2C(=O)N2CCc3ccccc3C2)c1)N1CCc2ccccc2C1	8	-3	12	13	23	5	-3	4	-0.8	-8	0.1
O=C(OC1CCOC1=O)c1ccc2ncsc2c1 (stereo unspecified)	1	4	10	-7	1	-2	-2	-1	-0.3	-4	0.0
Cc1ccc(C(=O)N2CCN=C2SCc2ccc([N+](=O)[O-])cc2)cc1C	0	2	12	-7	12	7	-2	-1	-0.8	-4	0.6
COc1ccc(N2CC(C)(C)[C@H](CC(=O)Nc3ccccc3)C2=O)cc1	-4	-5	-5	-16	-19	x	x	-5	-0.2	-6	0.0
CCN1CCN(c2ccc(S(=O)(=O)N3CCCCC3)cc2N)CC1	9	x	7	20	7	-12	3	5	4.8	-2	-0.1
COc1cc2c(cc1/C=C/C(=O)O)OC(C)C2 (stereo unspecified)	-1	-19	17	-27	10	-5	1	-1	-0.6	1	-0.4
CC(=O)Nc1ccc(S(=O)(=O)Nc2nc3ccccc3nc2Nc2ccc(C(=O)O)c(O)c2)cc1	22	1	6	-4	3	1	x	3	5.6	-7	-0.2
Cn1c(CCN2CCCCC2)nc2cc(NC(=O)COc3ccc([N+](=O)[O-])cc3)ccc21	1	1	-2	-23	17	1	2	12	-0.5	-8	0.2
COc1ccc(C(O)c2ncc(-c3ccccc3OC)[nH]2)cc1F (stereo unspecified)	2	-3	4	1	18	x	x	-1	3.9	-7	-0.3
COc1ccc(CCN2CC(O)=C(c3nc(C)cs3)C2=N)cc1OC	-3	7	11	-7	13	6	2	-4	1.5	-6	0.0
CCOC(=O)C1=C(NC(=S)NC(=O)c2ccccc2)c2ccccc2CC1(C)C	-1	-2	9	14	45	x	0	0	-1.1	x	0.1
COc1ccc(N(C(=O)CS(=O)CC(=O)Nc2ccc(F)cc2)C(C(=O)NC2CCCCC2)c2cccs2)cc1 (stereo unspecified)	-5	5	2	-11	43	0	-1	-1	5.9	-18	0.4
COC(=O)c1ccc(CSc2ncnc3c2nnn3-c2ccc(OC)cc2)o1	0	18	-20	-41	-23	-12	4	-14	-1.4	x	-0.2
Cc1cccc(N(CC(=O)NC2CCCCC2)C(=O)CCCC(=O)Nc2ccccn2)c1	-1	20	5	-6	-1	4	2	-4	3.5	0	-0.1
COc1ccc(NC(=O)COC(=O)C2CCC2)cc1Cl	-2	2	13	-8	5	0	-6	4	1.2	-10	0.1
CC12CCC(C(=O)N(CCC#N)CCC#N)(CC1=O)C2(C)C (stereo unspecified)	-6	14	-12	-11	-9	5	2	-16	0.9	-7	0.1
CCCCN(C(=O)c1ccc(-c2ccc([N+](=O)[O-])cc2)o1)c1c(N)n(CCCC)c(=O)[nH]c1=O	16	8	-1	-34	7	0	5	-8	-0.3	-3	0.3
c1ccc(CCNCCCOc2cccc3ccccc23)cc1	52	-14	12	10	50*	-2	2	-2	0.4	-5	0.1
CCc1ccc(CCC(=O)Nc2ccc(OC)cc2)o1	2	27	-27	-13	-20	2	0	-3	2.2	-5	-0.1
Cn1c(Cc2ccccc2)nnc1SCC(=O)c1cccs1	2	12	26	-17	8	-13	-4	11	7.7	-5	0.6
Cc1c(C(=O)N2CCC(C)CC2)cccc1[N+](=O)[O-]	2	-6	23	-23	4	8	1	0	-0.3	2	0.0
CN1CCN(c2nc3c(c(=O)n(C)c(=O)n3C)n2CC(N)=O)CC1	1	6	5	-9	1	-2	-1	-1	-0.2	x	0.0
Cc1ccc(-c2cc(C(=O)NN)n[nH]2)o1	3	-6	17	8	6	x	4	-16	0.3	-18	-0.1
O=C(COC(=O)c1cc(=O)[nH]c2ccccc12)NCc1ccc(F)cc1	1	10	3	12	-8	9	2	3	-2.7	-2	-0.3
Cc1c(S(=O)(=O)Nc2ccc(Oc3ccccc3)cc2)c(=O)n(C)c(=O)n1C	1	-7	19	28	20	12	0	-2	0.8	-6	-0.1
COc1ccccc1NC(=O)CN1C(=O)NC(C)(C)C1=O	-2	23	9	8	10	13	-2	0	4.1	-4	-0.3
Cc1cccc(CN2CCN(CC(=O)NCc3ccc(F)cc3)C2=O)c1	-4	0	4	-12	6	8	0	1	-1.3	-7	1.6
CC(=O)Nc1ccc(C(=O)OCc2ccc(Cl)c(Cl)c2)cc1	1	9	-93	-40	-5	-24	2	7	-1.1	-7	-0.1
O=C(OCc1cc([N+](=O)[O-])cc2c1OCOC2)c1ccc2ccccc2n1	-2	0	7	22	11	-5	0	-4	-0.1	-6	-0.1
CN(CCc1ccccn1)C(=O)Nc1ccc(F)cc1	2	2	-20	11	-24	-7	2	-2	9.8	-5	0.0
CCN(CCNC(=O)C1CCCN(S(=O)(=O)CC)C1)c1ccccc1 (stereo unspecified)	-3	-3	9	-28	20	-2	0	-1	2.6	x	4.5
COc1ccc(O)c(/C=N/NC(=O)CCC(=O)Nc2ccc(C)cc2)c1	-5	-10	13	-4	2	x	-3	-17	-0.8	-20	0.1
O=C1c2cccnc2C(O)N1Cc1ccc(F)cc1 (stereo unspecified)	0	x	15	-18	1	2	3	-13	-1.8	x	0.0
O=C(CN(Cc1ccccc1)C(=O)CSc1nnc(COc2ccccc2)o1)NC1CCCC1	0	-11	20	0	18	0	4	-7	3.6	-4	-0.1
Cn1cccc1-c1cc(C(=O)N/N=C/C=C/c2ccccc2)[nH]n1	0	-16	-19	9	-23	-19	4	-1	-0.5	-2	-0.5
O=C(Cc1c(F)cccc1Cl)Nc1ccccc1-c1ccccc1	18	0	5	3	1	-2	-1	-5	-0.2	-7	0.7
CNc1nc(Nc2ccc(Br)cc2)nc(N)c1[N+](=O)[O-]	-5	20	-108	-13	23	-9	-2	6	-0.3	-19	-0.2
CN(CCO)c1ccc(C(C(=O)c2ccccc2)c2ccc(N(C)CCO)cc2)cc1	2	-12	5	-13	-20	-4	-1	-3	-0.5	-8	-0.3
CCOC(=O)c1c(NC(C)=O)sc2c(OCC(O)CN(CC)CC)c(Br)ccc12 (stereo unspecified)	68*	-11	78*	2	86*	8	7	-1	-2.4	-4	0.9
COc1cccc2cc(-c3csc(CCn4nc(C)cc4C)n3)c(=O)oc12	-1	-12	-93	-26	-15	-23	1	-15	-0.6	x	-0.2
CCCCN(C(=O)CCC(=O)O)C1CC(=O)N(c2ccc(OCCC)cc2)C1=O (stereo unspecified)	3	-5	12	-8	9	4	-2	-6	1.5	-5	0.2
O=C(NCc1cc(Cl)cc(Cl)c1)c1ccc2sc([C@H]3C[C@H](O)[C@@H](CO)O3)nc2c1	5	1	0	-13	35	x	x	-13	-1.0	-5	-0.1
OC[C@@H]1CN(Cc2ccc(Cl)cc2)C[C@H](n2cnc3c(N4CCN(c5ccccc5)CC4)ncnc32)O1	-4	x	-86	-3	30	x	x	0	-4.1	19	0.6
COc1cc(OC)cc(-c2nnc(NC(=O)c3ccc4c(c3)OCCO4)o2)c1	0	-4	8	-10	24	13	-3	-7	0.1	-15	0.9
COC(=O)c1ccc(-n2c(C)cc(C(=O)CSc3cccc[n+]3[O-])c2C)cc1	-8	-7	6	-8	4	-6	1	3	0.2	-5	0.0
C(=N\Nc1ccc2ccccc2n1)/c1ccc2c(c1)OCO2	-1	3	15	-85	-6	26	-3	-2	-1.1	-5	0.1
Fc1ccccc1CSc1nnc(-c2ccccc2)o1	32	7	-215	-140	-302	-113	-1	-7	0.0	-5	-0.2
O=[N+]([O-])c1ccccc1N/N=C/c1cccc(O)c1O	0	-2	-148	-35	-125	-6	0	5	-0.6	-5	-0.4
Cc1cc(NC(=O)CSc2nnc(-c3ccoc3C)n2N)no1	-4	-17	7	4	6	-12	4	3	0.4	-6	-0.3
CCOC(=O)C(CC)Sc1nc(N)c(NC(=O)c2ccc(OC)c(OC)c2)c(=O)[nH]1 (stereo unspecified)	-2	-10	-12	7	3	-4	4	x	0.2	-3	-0.1

Next records follow:
SMILES	Exocytosis inh	Vif imaging	HIF-2a inh	NR2E3 ag-1	Peg3 promoter	TRPM1 prom inh	NR2E3 ag-2	PDI turbidity	hiPSC survival	CaV13 ICDI inh	aDG glyco act
O=C(CSc1nc2ccccc2c(=O)n1CCCN1CCOCC1)Nc1ccc(F)c(Cl)c1	-3	-1	-12	-6	18	-12	x	3	-0.1	-6	0.5
O=C(Nc1cc(-c2nc3ccccc3s2)ccc1Cl)c1ccc2c(c1)OCO2	-1	1	-152	-36	-117	-7	-2	2	2.0	-9	-0.3
CC(C)NC(=O)c1onc(CSc2ccc(Cl)cc2)c1C(=O)O	-2	-2	4	-11	2	5	4	1	0.7	-5	0.1
Cc1ccccc1-n1sc2cc(F)ccc2c1=O	71*	-5	-30	-7	73*	6	-2	-4	0.0	7	-0.8

Some of the entries so far, with two lines to a compound.
Below each SMILES: Exocytosis inh | Vif imaging | HIF-2a inh | NR2E3 ag-1 | Peg3 promoter | TRPM1 prom inh | NR2E3 ag-2 | PDI turbidity | hiPSC survival | CaV13 ICDI inh | aDG glyco act
- O=C(CSc1nc2ccccc2c(=O)n1CCCN1CCOCC1)Nc1ccc(F)c(Cl)c1
  -3 | -1 | -12 | -6 | 18 | -12 | x | 3 | -0.1 | -6 | 0.5
- O=C(Nc1cc(-c2nc3ccccc3s2)ccc1Cl)c1ccc2c(c1)OCO2
  -1 | 1 | -152 | -36 | -117 | -7 | -2 | 2 | 2.0 | -9 | -0.3
- CC(C)NC(=O)c1onc(CSc2ccc(Cl)cc2)c1C(=O)O
  -2 | -2 | 4 | -11 | 2 | 5 | 4 | 1 | 0.7 | -5 | 0.1

Not a hit list; any-hit rate near 3.5%.
